Bioassay records deposited in PubChem by several laboratories.
KOR beta-arrestin-1: kappa opioid receptor blockers – cell-based, luminescence, uHTS (AID 1778); KOR beta-arrestin recruitment, luminescence, antagonist mode; higher % means a stronger effect; inhibition, % at 10 µM, or IC50 in µM where a hit was titrated; 290,000 tested, 0.091% active; further: strong numbers were not always called active
KOR beta-arrestin-2: kappa opioid receptor activators – cell-based, luminescence, uHTS, primary screen (AID 1777); 280,000 tested, 0.02% active; KOR beta-arrestin recruitment, luminescence; higher % means a stronger effect; one-dose activation, % at 10 µM; EC50 in µM for titrated hits; in the data active means activation above about 50%, passing the limit was not always enough; further: a part of the inactive calls stands beside numbers as strong as those of hits
HIV peptide binding: inhibitors of HIV fusion peptide binding, primary screen, biochemical, uHTS, fluorescence dequenching (AID 1986) | cell-free peptide binding, fluorescence dequenching, 30 min; higher % means a stronger effect | inhibition, % at 20 µM, or IC50 in µM where a hit was titrated | 290,000 tested, 0.3% active; in the data active means inhibition mostly above about 52%, no sharp cut-off; inactive means mostly below about 76%; further: some results filed as inactive read as strong as hits
Dengue-2 NS5 capping: flavivirus cap methylation enzyme inhibition – biochemical, confirmation dose response, primary screen (AID 588689) | Dengue-2 NS5 methyltransferase capping enzyme assay, biochemical; higher % means a stronger effect | one-dose inhibition, % at 25 µM; IC50 in µM for titrated hits | 340,000 tested, 0.3% active; in the data active means a potency from the dose series; inconclusive means inhibition above about 29% without an active follow-up result
NOD1 inhibition: inhibition of NOD1-driven NF-kB reporter – cell-based, luminescence, uHTS, primary screen (AID 1578); NOD1-driven NF-kB luciferase reporter cells, luminescence; higher % means a stronger effect; inhibition, % at 4 µM, or EC50 in µM where a hit was titrated; 290,000 tested, 1% active; in the data active means inhibition mostly above about 36%, no sharp cut-off; inactive means mostly below about 34%;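 further: HEK-293T reporter cells stimulated with the NOD1 agonist gamma-tri-DAP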
HEK293 NOD2/NF-kB: inhibition of NOD2-driven NF-kB reporter – cell-based, luminescence, uHTS, HEK293 (AID 1566) | HEK293 NOD2/NF-kB luciferase reporter, luminescence; higher % means a stronger effect | 290,000 tested, 0.63% active | inhibition, % at 4 µM, or EC50 in µM where a hit was titrated; further: many of its hits are not listed in these tables
Yfh1-off respiration: enhancers of respiration in Yfh1-depleted yeast, dose response, Friedreich's ataxia, plus single-dose screen (AID 1465); one-dose fold induction at 50 µM; EC50 in µM for titrated hits; S. cerevisiae Yfh1-off respiration, WST-1 reduction, 72 h; higher fold induction means a stronger effect; 220,000 tested, 0.074% active;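 active means fold induction of absorbance versus untreated yeast above a set limit, then at least 30% activation at any dose in follow-up; inconclusive means repeats straddling the limit, or above it without dose testing; inactive means fold induction below the set limit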;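 further: activators that raise dye reduction in frataxin-depleted yeast; strong numbers were not always called active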
AID2073: inhibitors of Mint1-CaV2.2 protein interaction, biochemical, HTRF (AID 2073) | HTRF protein-protein interaction, Mint1-CaV2.2; higher % means a stronger effect | inhibition, % at 20 µM, or IC50 in µM where a hit was titrated | 290,000 tested, 0.19% active; in the data active means inhibition mostly above about 51%, no sharp cut-off; inconclusive means no clear call, values can overlap the other calls; inactive means mostly below about 53%; further: some results filed as inactive read as strong as hits
West Nile virus CPE: West Nile virus antiviral activity, cell-based, CPE readout (AID 1621). West Nile virus-infected cells, CPE inhibition; higher % means a stronger effect. CPE inhibition, % at 10 µM; hits with a dose series show IC50 in µM. 290,000 tested, 0.02% active; in the data active means a potency from the dose series; inconclusive means CPE inhibition mostly from about 3.7% at the one dose, without a potency; inactive means the rest, 99 in 100 with CPE inhibition below about 2.2%; further: strong numbers were not always called active
An asterisk follows results filed as active; i = inactive; ? = inconclusive; . = no result given; [ ] = remark or other dose. Unless noted, no stated cut-off is given here; in the data, active means inhibition above about 50%; inactive means the rest.

The line under a structure holds: KOR beta-arrestin-1	KOR beta-arrestin-2	HIV peptide binding	Dengue-2 NS5 capping	NOD1 inhibition	HEK293 NOD2/NF-kB	Yfh1-off respiration	AID2073	West Nile virus CPE
Cc1cc(C(=O)Cn2nc(C(=O)O)c3ccccc3c2=O)c(C)n1CCc1ccc(F)cc1
→ 26%	0.2%	-1.7%	-6%	-5%	4%	i	29%	-1.0%
CCCCn1c(NS(=O)(=O)c2ccccc2)c(S(=O)(=O)c2ccc(C)cc2)c2nc3ccccc3nc21
→ -135%	8.1%	1.8%	25%	47%	21%	i	1%	-0.3%
COc1ccc(C(=O)Nc2ccccc2C(=O)NC(C)C)cc1OC
→ -21%	-6.7%	-2.1%	3%	20%	7%	i	4%	0.9%
CCOC(=O)c1nnn(-c2nonc2N)c1-c1ccc(F)cc1
→ -16%	-0.6%	-1.1%	-8%	-6%	12%	i	-13%	-0.5%
COc1ccc(CC(NC(C)=O)C(=O)NC2CCN(C(=O)Nc3ccccc3Cl)CC2)cc1OC (configuration not stated)
→ 0%	-1.8%	0.3%	7%	-8%	8%	i	3%	0.3%
O=C(Nc1ccc(Br)cn1)c1ccc(Cl)s1
→ 1%	-2.1%	3.9%	-3%	-26%	-46%	.	2%	0.0%
O=c1c(Cc2ccc(F)cc2)c(O)ccn1CCc1cnc[nH]1
→ -14%	-0.3%	-0.4%	-5%	1%	5%	i	16%	-0.3%
CCN(CC(=O)NC1CCS(=O)(=O)C1)C(=O)/C=C/c1cccs1 (configuration not stated)
→ -17%	-0.7%	1.1%	-5%	-40%	5%	i	-5%	-0.4%
O=C(Cc1cccs1)NCc1cccc(Cl)c1
→ -6%	-3.0%	1.1%	7%	-12%	-46%	.	11%	0.1%
COc1cccc(C(=O)NC2CC(C)(C)Cc3c2cnn3-c2cccc(F)c2)c1OC (configuration not stated)
→ -2%	2.0%	1.2%	8%	-4%	3%	.	13%	-2.0%
CCc1c(C)sc(NC(=O)/C=C/c2ccc3c(c2)OCO3)c1C(=O)OC
→ -21%	-3.9%	-1.0%	0%	-4%	16%	i	16%	-1.2%
Cc1cccc(NC(=O)C2CC(=O)OC23CCCCC3)c1 (configuration not stated)
→ -7%	-2.2%	-0.1%	-8%	-30%	18%	i	2%	-0.2%
CCCCNC(=O)C1CCC(CNc2nc(=S)[nH]c3ccccc23)CC1 (configuration not stated)
→ 26%	-3.1%	-0.1%	-3%	-24%	14%	i	-4%	-0.3%
Cc1cc2ccccc2n1CCNC(=O)C(C)Oc1ccccc1 (configuration not stated)
→ -63%	1.5%	21%	6%	24%	6%	i	5%	-0.1%
CC(=O)Nc1ccc(N=Cc2ccc[nH]2)cc1
→ 30%	-3.4%	1.6%	-1%	-33%	-4%	i	4%	0.2%

Following part.
The line under a structure holds: KOR beta-arrestin-1	KOR beta-arrestin-2	HIV peptide binding	Dengue-2 NS5 capping	NOD1 inhibition	HEK293 NOD2/NF-kB	Yfh1-off respiration	AID2073	West Nile virus CPE
CC(=O)c1ccccc1NS(=O)(=O)c1ccccc1Cl
→ -55%[20 µM]	1.2%	1.3%	0%	-16%	16%	i	-1%	-0.3%
O=C1c2ccccc2NC(c2ccccn2)N1NS(=O)(=O)c1ccccc1 (configuration not stated)
→ 0%	-10%	0.3%	0%	-28%	8%	i	15%	0.3%
COc1cc(C(=O)OCC(=O)NC2CCCC2)cc(NC(=O)c2ccco2)c1OC
→ 30%	0.9%	-1.7%	-3%	1%	5%	i	1%	-0.2%
C=CCN(CC=C)CCCOc1ccc(Br)cc1Cl
→ 6%[20 µM]	4.0%	-0.7%	-8%	-17%	15%	i	-4%	0.2%
Cc1ccc(NC(=O)CCC2CC(C)(C)OC2=O)cc1 (configuration not stated)
→ 30%	-2.2%	-0.4%	.	-8%	15%	.	2%	.
COc1ccc(N(CC(=O)NC2CCCCCC2)S(=O)(=O)c2c(C)nn(C)c2C)cc1
→ 5%	-4.2%	0.1%	2%	-11%	10%	i	0%	-0.3%
COc1ccc(N2CC(O)=C(c3nc(-c4ccc(F)cc4)cs3)C2=N)cc1OC
→ -21%	1.8%	-2.2%	-4%	-12%	11%	i	20%	0.1%
COC(=O)c1cc(S(=O)(=O)NCc2cccs2)c[nH]1
→ -16%	-2.1%	0.8%	-9%	-17%	7%	.	2%	0.5%
CCCCN(CCCNC(=O)c1ccc(CS(=O)(=O)c2ccc(OC)cc2)o1)Cc1ccccc1
→ 31%	-3.6%	-0.6%	4%	-14%	6%	.	6%	-0.6%
CS(=O)(=O)N(CC(=O)N1CCCC1)Cc1ccc(Cl)cc1
→ -16%	3.0%	-0.5%	-1%	-30%	-18%	i	3%	-0.2%
CN1C(=S)NC(C)(C)CC1(C)c1ccc(O)cc1O (configuration not stated)
→ -4%	-0.3%	-1.2%	-3%	-19%	18%	i	-3%	0.4%
O=C(Nc1ccccc1)C1=C[C@H](c2coc3ccccc3c2=O)C[C@H](OCCCCO)O1
→ 0%	-3.8%	-1.7%	-3%	-8%	15%	i	15%	1.4%
Cc1cc(C)c(S(=O)(=O)c2ccc(Cl)cc2)c(Cl)n1
→ 7%	-5.8%	-2.9%	-2%	-5%	10%	i	-6%	-0.3%
C/C(=N\NC(=S)NCCc1ccccc1)c1ccc(C#N)cc1
→ 0%	11%	0.4%	-2%	0%	6%	i	-6%	-0.8%
Cc1ccc(C(=O)NNC(=S)NC(=O)c2ccc(Cl)cc2)cc1
→ -12%	1.5%	14%	-4%	31%	24%	i	-15%	-0.1%

Carrying on:
The line under a structure holds: KOR beta-arrestin-1	KOR beta-arrestin-2	HIV peptide binding	Dengue-2 NS5 capping	NOD1 inhibition	HEK293 NOD2/NF-kB	Yfh1-off respiration	AID2073	West Nile virus CPE
CC1=CC(C)C(COC(=O)CN2CCCCC2)C(C)C1 (configuration not stated)
→ -7%	2.1%	0.8%	5%	-9%	15%	i	11%	0.1%
CC1Cc2ccccc2N1C(=S)Nc1ccc(S(N)(=O)=O)cc1 (configuration not stated)
→ 15%	-2.1%	-2.5%	-2%	12%	16%	i	-15%	-1.0%
O=C(C1CC1)N1CCC(c2nc(-c3ccc(S(=O)(=O)NCC4CCCO4)cc3)no2)CC1 (configuration not stated)
→ -5%	1.5%	-0.3%	-13%	7%	15%	i	3%	-0.6%
Cc1c(Cl)cccc1Nc1nc(N)nc(CSc2ncccn2)n1
→ 11%	-1.7%	-0.4%	-5%	-104%	-12%	i	-7%	0.4%
O=C1CSC(=S)N1/N=C/c1ccc(O)c(O)c1O
→ -7%	.	43%	?	5%	12%	?	8%	0.4%
Cc1ccc(C(=O)Cc2nc3ccccc3[nH]2)cc1
→ 5%	-4.7%	-2.5%	-8%	-90%	-37%	.	0%	-0.2%
COCc1cc(C)nc2sc3c(=O)n(-c4cccc5ccccc45)nnc3c12
→ -54%	1.8%	1.5%	-2%	-2%	-105%	i	-13%	-0.2%
Cc1cc(C)n2c(Br)c(CSc3nc4ccccc4s3)nc2n1
→ 10%	1.4%	3.1%	1%	-25%	-43%	i	8%	-0.6%
O/N=C(\c1ccc(Cl)cc1Cl)c1ncc(C(F)(F)F)cc1Cl
→ .	-0.7%	-1.6%	-4%	38%	-7%	i	-2%	0.0%
CN1CCN(C(=O)C2=C[C@H](c3coc4ccccc4c3=O)C[C@H](OCCCCO)O2)CC1
→ 1%	-0.3%	0.7%	-3%	-15%	-14%	i	7%	-0.2%
COc1cc2nc(C3CCC3)n(NC(=O)C3CCC3)c(=O)c2cc1OC
→ -28%	3.7%	0.6%	-1%	-16%	0%	i	3%	0.0%
Clc1cccc(CSc2ccc(-c3ccco3)nn2)c1
→ 3%	0.1%	13%	1%	-35%	-26%	i	30%	0.0%
COc1ccc(C2CC(c3ccc(F)cc3)Nc3nc(N)nn32)cc1OC (configuration not stated)
→ 12%	-12%	-2.5%	1%	7%	12%	i	4%	-0.2%
COCCn1c(Cc2ccccc2)nnc1SCC(=O)NC1CCCCC1
→ -21%	3.3%	-0.7%	-3%	-21%	-14%	.	-1%	-0.2%
O=c1oc2ccccc2c(NC2CCCCC2)c1NS(=O)(=O)c1ccc(Br)cc1
→ 4%	-6.1%	0.6%	-14%	10%	22%	.	9%	-0.3%

Next records.
The line under a structure holds: KOR beta-arrestin-1	KOR beta-arrestin-2	HIV peptide binding	Dengue-2 NS5 capping	NOD1 inhibition	HEK293 NOD2/NF-kB	Yfh1-off respiration	AID2073	West Nile virus CPE
COc1ccc(C(=O)CC(c2ccccc2)S(=O)(=O)c2ccc(C)cc2)cc1 (configuration not stated)
→ -21%	-1.0%	-0.2%	.	-48%	-10%	i	-5%	0.2%
Cc1cc(NC(=O)c2cc3nc4c(c(C(F)(F)F)n3n2)CCc2ccccc2-4)no1
→ -13%	16%	1.3%	.	-23%	8%	.	-8%	.
CCC(CC)NC(=O)COC(=O)CCC(=O)c1cccs1
→ 2%	-1.2%	2.0%	3%	-24%	7%	i	4%	-0.7%
Cc1ccc(NC(=O)CN2CCC(C(=O)c3ccc(F)cc3)CC2)cc1
→ -16%	4.9%	0.5%	-4%	-20%	5%	i	3%	-0.7%
Cc1c(C)[n+](=O)c(-c2cccs2)c(C)n1[O-]
→ -30%	1.5%	-0.9%	-2%	-14%	13%	i	-6%	-0.2%
CCOC(=O)c1ccc2ncc(-c3ccccc3)nc2c1
→ 4%	-1.0%	0.4%	-8%	-42%	-113%	i	8%	-0.5%
CCN(CC)CCN1C(=O)C(=O)/C(=C(/O)c2ccc(F)cc2)C1c1ccncc1 (configuration not stated)
→ 20%	-1.2%	-1.9%	-12%	-25%	14%	i	-3%	0.3%
CCN1CCN(C(c2ccccc2OC)c2nnnn2C2CCCCC2)CC1 (configuration not stated)
→ 4%	0.5%	0.5%	.	-32%	4%	i	3%	-0.3%
COc1ccc(CCN(C)C(=S)Nc2ccc(SC(F)F)cc2)cc1OC
→ -14%	4.4%	-0.2%	20%	54%	-25%	.	-20%	-0.7%
CCc1nc(SCC(=O)NC2CCCC2)c2oc3ccccc3c2n1
→ -26%	4.6%	0.7%	-2%	25%	34%	.	10%	-0.2%
CN1CCN(NC(=S)Nc2ccc(OC(F)F)cc2)CC1
→ -4%	1.8%	-0.7%	-5%	-4%	5%	i	-5%	-0.4%
COc1nc(N(c2ccccc2)c2ccccc2)nc(-n2ccnc2)n1
→ -30%	1.8%	2.5%	4%	-10%	16%	i	4%	1.9%
N#C/C(=C\c1ccc(N2CCOCC2)o1)c1nc2ccccc2[nH]1
→ -25%	4.0%	48%	?	-12%	-250%	i	6%	1.0%
CCON1C(=O)C(C)(C)N(OCC)C(=O)C1(C)C
→ 14%	2.8%	-1.4%	11%	-3%	11%	i	-10%	-0.2%

A different layout for part of the listing above:
| canonical_smiles | KOR beta-arrestin-1 | KOR beta-arrestin-2 | HIV peptide binding | Dengue-2 NS5 capping | NOD1 inhibition | HEK293 NOD2/NF-kB | Yfh1-off respiration | AID2073 | West Nile virus CPE |
| --- | --- | --- | --- | --- | --- | --- | --- | --- | --- |
| CCC(CC)NC(=O)COC(=O)CCC(=O)c1cccs1 | 2% | -1.2% | 2.0% | 3% | -24% | 7% | i | 4% | -0.7% |
| Cc1ccc(NC(=O)CN2CCC(C(=O)c3ccc(F)cc3)CC2)cc1 | -16% | 4.9% | 0.5% | -4% | -20% | 5% | i | 3% | -0.7% |

This is a subset, so the mix of outcomes need not match the whole.
